E-sel inducer: induces E-selectin expression in human endothelial cells | HUVEC E-selectin immunofluorescence imaging; normalized: neutral wells 0, TNF-alpha wells 100 | activation, % at 7.58 µM | 260,000 compounds, 0.37% hits;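 active means mean E-selectin-positive cell signal at least 10% of the positive control, reached in at least 60% of replicates, without over 20% cell loss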;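 further: in these data hits start at about 27%; measured in HUVEC primary endothelial cells; signal is the percent of cells scored E-selectin positive by PE staining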
Target sequence (P16581 whole entry, looked up): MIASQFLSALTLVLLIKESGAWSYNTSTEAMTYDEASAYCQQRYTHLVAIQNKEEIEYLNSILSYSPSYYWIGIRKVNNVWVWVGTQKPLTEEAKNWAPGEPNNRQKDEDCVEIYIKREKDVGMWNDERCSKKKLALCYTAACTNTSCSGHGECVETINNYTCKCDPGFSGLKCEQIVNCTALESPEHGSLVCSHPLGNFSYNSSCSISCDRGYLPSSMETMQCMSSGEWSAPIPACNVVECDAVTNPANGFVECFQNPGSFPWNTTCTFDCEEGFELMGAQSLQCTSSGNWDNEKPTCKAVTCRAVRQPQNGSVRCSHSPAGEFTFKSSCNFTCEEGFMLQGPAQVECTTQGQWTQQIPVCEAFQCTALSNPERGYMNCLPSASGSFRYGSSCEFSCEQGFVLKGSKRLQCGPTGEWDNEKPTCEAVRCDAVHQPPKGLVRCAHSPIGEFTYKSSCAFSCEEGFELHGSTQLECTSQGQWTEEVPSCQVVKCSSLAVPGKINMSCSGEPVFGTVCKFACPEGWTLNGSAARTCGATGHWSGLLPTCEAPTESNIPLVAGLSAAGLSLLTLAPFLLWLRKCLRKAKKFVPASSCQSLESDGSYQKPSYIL
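Material: HUVEC primary endothelial cells; Amount: 3,000 cells per well; Dosing: single concentration; Medium: EGM-2 growth medium on 0.1% gelatin-coated wells; Read-out basis: percent E-selectin-positive cells; Signal: immunofluorescence imaging; Control set: TNF-alpha, DMSO.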
RAD54 branch: RAD54 (human) branch migration inhibition. RAD54 Holliday junction branch migration, FAM/BHQ fluorescence. Q92698. 360,000 compounds, 0.14% hits. inhibition, % at 10.4 µM;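 active means mean normalized replicate activity at least 40 and at least half of replicates scoring 40 or more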;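 further: 0% = median of neutral control wells and 100% = median of positive control wells; inhibitors cause a drop in the FAM fluorescence signal; in these data hits start at about 50%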
Cneo AK release: Cryptococcus neoformans lysis via adenylate kinase release. C. neoformans lysis, adenylate kinase release luminescence, 4 h; normalised: neutral wells 0, clomiphene wells 100. AID 651654. 360,000 compounds, 0.2% hits. lysis activity, % at 15 µM;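 active means mean lysis activity across replicates of at least 80%, whatever share of replicates individually reach that level; inactive means mean lysis activity below 80%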
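Material: C. neoformans cells; Schedule: 4 h static compound exposure, 37 °C, read 1 h post-reagent; Measured by: adenylate kinase release luminescence; Read-out: signal increase indicating cell lysis; Controls: Clomiphene as positive lysis control.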
ERAP1 inh: inhibitors of human ERAP1 aminopeptidase. Q9NZ08. inhibition, % at 10.7 µM. recombinant ERAP1, Leu-AMC fluorescence, 60 min. AID 652197. 340,000 compounds, 0.15% hits;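 active means mean replicate inhibition of at least 30%, or all replicates individually reaching that 30% level; inactive means mean below 30% and not every replicate reaching it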;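 further: 0% = neutral control wells and 100% = L-leucinethiol positive control wells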
RAD52 anneal inh: inhibitors of human RAD52 DNA annealing | recombinant RAD52 DNA annealing, FRET fluorescence | inhibition, % at 18.7 µM | 360,000 compounds, 0.46% hits | P43351;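 active means every replicate showing at least 50% inhibition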
Target sequence (P43351 whole entry, looked up): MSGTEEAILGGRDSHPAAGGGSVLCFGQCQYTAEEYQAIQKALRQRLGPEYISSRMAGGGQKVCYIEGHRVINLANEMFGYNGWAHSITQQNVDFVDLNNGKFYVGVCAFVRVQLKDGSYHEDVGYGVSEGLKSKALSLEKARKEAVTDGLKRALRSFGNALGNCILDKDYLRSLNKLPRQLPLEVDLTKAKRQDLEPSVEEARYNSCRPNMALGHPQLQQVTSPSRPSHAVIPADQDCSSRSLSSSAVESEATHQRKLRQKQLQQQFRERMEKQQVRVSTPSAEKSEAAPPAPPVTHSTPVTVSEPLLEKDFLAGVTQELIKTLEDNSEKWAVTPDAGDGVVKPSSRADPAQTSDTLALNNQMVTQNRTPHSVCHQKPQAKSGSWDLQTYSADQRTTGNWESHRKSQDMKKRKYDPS
PglD inh: inhibitors of Campylobacter jejuni PglD acetyltransferase. purified PglD enzyme, DTNB colorimetric CoA detection. 360,000 compounds, 0.098% hits. inhibition, % at 12.5 µM; in the data active means inhibition above about 16%, passing the limit was not always enough; further: strong numbers were not always called active
miR122 inh: inhibitors of miR-122 in Huh7 cells; activation (reporter increase), % at 12.5 µM; AID 602342; 340,000 compounds, 0.3% hits; Huh7 miR-122 Renilla luciferase sensor, 48 h; neutral wells = 0, positive control = 100;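 active means mean replicate activation score at least 90 and every replicate individually at or above 90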;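 further: higher luciferase means less miR-122 activity so hits act as miR-122 inhibitors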
PGC1a acetyl inh: lowers PGC1a acetylation signal in U2OS cells; AlphaScreen anti-acetyl-lysine; with virally co-expressed GCN5 acetyltransferase; inhibition, % at 15.6 µM; 350,000 compounds, 0.17% hits;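 active means every replicate shows inhibition of at least 40%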;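 further: 0% = neutral control wells and 100% = positive control wells; some results beyond the cut were filed as inactive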
Active calls of the source: *; . = no result given; [ ] = remark or other dose. The order is random; any-hit rate near 1.4%.

Every second line gives: PglD inh	ERAP1 inh	miR122 inh	Cneo AK release	PGC1a acetyl inh	RAD54 branch	E-sel inducer	RAD52 anneal inh
O=C(COC(=O)c1cncc(Br)c1)NC12CC3CC(CC(C3)C1)C2
    -5	3	1	2	-4	-4	1.7	-42
O=C(Nc1ccc2c(c1)CCC2)c1ncoc1-c1ccccc1F
    -1	0	-8	-5	4	-1	.	2
Cc1ccc(C(=O)N(C)CCOc2ccccc2)cc1S(=O)(=O)N1CCCCC1
    -74	1	36	0	-11	-1	-0.7	-3
C[C@@H]1CN([C@@H](C)CO)S(=O)(=O)c2ccc(Br)cc2O[C@@H]1CN(C)C(=O)c1cnccn1
    5	1	0[16.7 µM]	-2	-8	-1	-0.5	3
CCc1nc2ccc(C(=O)NCCNC(C)=O)cn2c1N(CCC(C)C)CCN(C)C
    0	-4	-2	-1	-1	-4	-0.1	-15
CCCNC(=O)C[C@@H]1CC[C@@H]2[C@@H](COc3ccc(NS(=O)(=O)c4ccccc4C)cc3C(=O)N2C)O1
    2	-1	-50[16.7 µM]	-1	0	0	0.0	-7
CN(Cc1nc(CC2CC2)no1)CC12CC3CC(CC(C3)C1)C2
    3	0	-1	-1	-4	-1	-0.2	-2
c1ncc(-c2ccc(C3[C@@H]4CN(Cc5cocn5)C[C@H]3N4)cc2)cn1 (some centres not stated)
    .	-2	.	.	9	.	0.2	41
Cc1ccc(NC(=O)CN2CCOCC2)cc1
    -5	2	-2	-1	17	-7	.	-2
Cc1cccc(N2CCN(S(=O)(=O)c3ccc4c(c3)NC(=O)C(C)S4)CC2)c1C (configuration not stated)
    2	-1	.	24	.	-4	2.2	-1
COc1ccc(-c2cnc3c(NC(C)=O)cc(-c4cccc(C(=O)N(C)C)c4)cn23)cc1OC
    0	2	.	2	2	2	0.0	-23
O=C(NC1CCCC1)[C@@H]1[C@@H](CO)[C@@H]2Cn3c(ccc(C4=CCCC4)c3=O)[C@H]1N2CC1CC1
    0	1	-6[16.7 µM]	-1	.	-1	0.0	-14
CCn1cc(CN2CCC(C(=O)Nc3cccc(-c4cccc(Cl)c4)c3)CC2)c(C)n1
    -4	0	5	-2	-17	-1	.	17
O=C1N[C@@H](Cc2ccccc2)COCn2nncc2CC[C@@H]1Cc1ccccc1
    .	1	.	6	.	.	0.1	5
O=C(c1ccc(S(=O)(=O)NCC2CCCO2)cc1)N1CCc2ccccc21 (configuration not stated)
    3	.	30	2	-16	2	.	.

Fetched one by one from the list above (two):
Every second line gives: PglD inh	ERAP1 inh	miR122 inh	Cneo AK release	PGC1a acetyl inh	RAD54 branch	E-sel inducer	RAD52 anneal inh
O=C(c1ccc(S(=O)(=O)NCC2CCCO2)cc1)N1CCc2ccccc21 (configuration not stated)
    3	.	30	2	-16	2	.	.
CCCNC(=O)C[C@@H]1CC[C@@H]2[C@@H](COc3ccc(NS(=O)(=O)c4ccccc4C)cc3C(=O)N2C)O1
    2	-1	-50[16.7 µM]	-1	0	0	0.0	-7

(listing goes on)
Every second line gives: PglD inh	ERAP1 inh	miR122 inh	Cneo AK release	PGC1a acetyl inh	RAD54 branch	E-sel inducer	RAD52 anneal inh
CCCc1nnc(SCCSc2nnc(CCC)n2N)n1N
    1	.	-8	6	1	-11	0.6	.
Cc1ccc(NC(=O)COC(=O)[C@@H]2CCCN2C(=O)c2cccs2)cc1S(=O)(=O)N(C)C
    1	0	33	0	-1	-3	-3.1	-9
COc1cccc(/C=N/n2c(C3CCCCC3)n[nH]c2=S)c1
    1	-3	1	12	9	14	.	-13
Cc1cc(C)cc(Oc2ccccc2/C=C\C(=O)O)c1
    -3	.	-4	3	-2	-9	-0.5	.
Cc1ccc(C)c(N2CCN(S(=O)(=O)c3cn(C)cn3)CC2)c1
    -3	1	-2	0	17	-3	0.0	-11
CCOc1ccc(S(=O)(=O)NCc2csc(C)n2)cc1
    -1	.	3	6	16	1	.	.
O=C(NCC1CC1)[C@@H]1[C@@H](CO)[C@@H]2Cn3c(ccc(/C=C/c4ccccc4)c3=O)[C@H]1N2C(=O)C1CC1
    3	-374	1[16.7 µM]	-4	.	5	0.5	11
CCOC(=O)C1CCN(C(=O)c2cccnc2Oc2ccc(Cl)cc2)CC1
    -10	-1	5	0	.	7	1.4	2
C[C@@H]1CN([C@H](C)CO)C(=O)c2cc(NC(=O)Cc3ccccc3)ccc2O[C@@H](C)CCCCO[C@H]1CN(C)Cc1ccc(C(=O)O)cc1
    -3	-2	9[16.7 µM]	-3	-2	2	0.0	11
Cc1noc(C)c1S(=O)(=O)Nc1ccc2c(c1)C(=O)N([C@H](C)CO)C[C@H](C)[C@@H](CN(C)Cc1ccc(C(=O)O)cc1)OCCCC[C@@H](C)O2
    9	-2	1[16.7 µM]	0	32	-3	-0.2	23
CCN(CC)S(=O)(=O)c1cccc(C(=O)OCC(=O)NCc2ccccc2OC)c1
    -5	-1	.	5	.	5	.	3
O=C(C[C@@H]1C=C[C@@H](NC(=O)C2CCOCC2)[C@@H](CO)O1)Nc1nccs1
    .	2	.	.	2	.	0.4	0
CCCC(C)NC(=O)c1cccc(Oc2ccccc2)c1 (configuration not stated)
    -5	2	0	3	.	-6	0.0	-2
O=C1C2C3C=CC(CC3)C2C(=O)N1c1cccc(Br)c1 (configuration not stated)
    5	0	.	-3	.	-14	.	2
C=CCNC(=O)C1CC2Cn3c(nc4cc(Cl)c(Cl)cc43)C2N1C (configuration not stated)
    6	-3	.	5	.	-1	1.3	-6
COc1ccc(NC(=O)C2Cc3c(-c4ccc5c(c4)OCO5)ccnc3O2)cc1 (configuration not stated)
    3	0	10	13	-4	3	0.6	-4
Clc1ccc(/C=N/Nc2nnc(-c3ncc[nH]3)c3ccccc23)cc1
    3	.	-18	-8	7	0	.	.
COCc1cc(C)nc(N2CCOCC2)c1C#N
    4	-2	-7	0	16	7	0.0	-10
C[C@@H]1CCCCO[C@@H](CN(C)C(=O)CCC(F)(F)F)[C@@H](C)CN([C@H](C)CO)C(=O)c2cc(NC(=O)NC3CCCCC3)ccc2O1
    -1	0	2[16.7 µM]	3	-9	8	-0.3	0
CO[C@H]1CN(C)C(=O)c2cc(NS(=O)(=O)c3ccccc3C)ccc2OC[C@H](C)N(C)C[C@H]1C
    -7	0	9[16.7 µM]	-2	-5	-3	0.1	4
C[C@@H]1CN([C@@H](C)CO)C(=O)c2cccc(NC(=O)Nc3ccccc3)c2O[C@H]1CN(C)Cc1ccc(-c2ccccc2)cc1
    3	-2	-5[16.7 µM]	41	-5	-5	4.3	6
COc1ccc(CN2CCNC(=O)C2CC(=O)NCCc2nc(C)c(C)s2)c(OC)c1 (configuration not stated)
    -5	.	7	8	3	-41	-0.4	-15
C[C@H](CO)N1C[C@H](C)[C@H](CN(C)Cc2ccccn2)Oc2ncc(C3=CCCCC3)cc2C1=O
    2	0	.	0	6	-4	-0.3	17
COc1ccc(CCNC(=O)C2CCN(C(=O)c3ccc(Cl)cc3)CC2)cc1
    -1	0	-6	-1	-10	4	.	1
CCCC(=O)Nc1ccc2c(c1)C(=O)N(C)C[C@H](OC)[C@@H](C)CN(C(=O)CN(C)C)[C@@H](C)CO2
    -4	1	12[16.7 µM]	-3	-5	-18	0.0	-9
CSc1ccccc1-c1ccc2nccn2c1
    2	7	5	12	.	-9	0.0	-19
O=C(c1ccc(S(=O)(=O)N2CCCC2)cc1)N(c1ccc(F)cc1)C1C=CS(=O)(=O)C1 (configuration not stated)
    4	-2	-2	0	.	15	1.4	1
Cn1c(=O)c2[nH]c(CNc3ccc(C(=O)O)cc3)nc2n(C)c1=O
    0	-12	.	2	22	2	.	-5
O=C(NCc1cccnc1)c1ccccc1NS(=O)(=O)c1ccc(F)cc1
    -4	0	-9	-4	-2	2	-0.4	1
O=C(Oc1cccc(N2C(=O)CCC2=O)c1)c1ccccc1
    1	.	-15	1	.	0	.	.
COc1cccc(NC(=O)COC(=O)c2ccc3c(c2)OCCO3)c1
    -2	-3	-3	3	-5	-2	.	-5
CC1=NNC(=O)C1CCC(=O)N/N=C/c1ccc(Cl)cc1 (configuration not stated)
    -1	-2	-2	-20	-9	-4	.	-2
CC(Oc1cc2oc(=O)c3c(c2cc1Cl)CCC3)C(=O)NCCCN1CCCC1=O (configuration not stated)
    -3	-1	-4	1	-9	7	.	-7
c1nnn(C23CC4CC(CC(C4)C2)C3)n1
    -3	.	-9	-4	3	-7	.	.
COc1cc(OC)cc(C(=O)NCC(=O)OCC(=O)N2CC(C)CC(C)C2)c1 (configuration not stated)
    .	-3	6	.	.	.	1.7	-16
O=C(c1ccco1)N1CCN=C1SCc1cccc(Cl)c1
    1	.	-21	0	-4	-3	.	-15
C[C@@H]1CN([C@H](C)CO)C(=O)c2cccc(NC(=O)Nc3cccc4ccccc34)c2O[C@H]1CN(C)C(=O)Nc1cccc2ccccc12
    4	2	-6[16.7 µM]	1	.	-7	0.4	-10
O=C(c1ccc(CN2CCOCC2)cc1)N1CCN(c2ccccc2F)CC1
    4	.	0	-1	-4	9	.	.
O=C(C[C@H]1CC[C@H]2[C@@H](COC[C@@H](O)CN2C(=O)Nc2cccc(Cl)c2)O1)NCCCN1CCOCC1
    -2	-1	-1[16.7 µM]	-5	2	-2	0.4	9
CC(C)(C)C(=O)NC(=S)N1CCCC1
    -6	.	2	-1	.	4	.	.
CCCCC(c1nc2ccccc2[nH]1)n1c(=O)c(-c2ccccc2)nc2cc(C)c(C)cc21 (configuration not stated)
    2	11	-5	-3	-5	1	0.0	-15
COC(=O)C[C@@H]1CC[C@H]2[C@@H](COc3ccc(NC(=O)NC(C)C)cc3C(=O)N2C)O1
    -2	0	-8[16.7 µM]	9	2	-3	-0.1	-2
O=C(c1ccncc1)N1CCCCN2[C@H](C1)[C@H](c1ccc(C#Cc3ccccn3)cc1)[C@@H]2CO
    -3	-1	2[16.7 µM]	3	-3	0	0.3	-38
COc1ccc(NC(=O)COc2cccc3c2CCN(Cc2cccnc2)C3=O)cc1
    0	1	2	1	.	-8	-0.1	-7
CN(c1ccccc1)S(=O)(=O)c1ccc(C(=O)NCc2ccco2)cc1
    -1	-3	-8	-1	-13	-1	-3.9	-6
Cc1ccc2nc(NNC(=O)c3ccc(S(=O)(=O)N4CCc5ccccc5C4)cc3)sc2c1
    3	2	-4	0	6	10	0.2	-10
O=C(N/N=C\C=C\c1ccc2c(c1)OCO2)C1COc2ccccc2O1 (configuration not stated)
    .	-4	-3	.	7	.	.	-40
CCC(=O)N1CCc2cc(S(=O)(=O)CCC(=O)Nc3ccc(OC)cc3)ccc21
    8	1	1	5	-6	-2	0.2	1
COc1ccc(NC(=O)Nc2ccc3c(c2)C(=O)N([C@H](C)CO)C[C@H](C)[C@H](CN(C)C(=O)Nc2ccccc2)O3)cc1
    4	-1	-2[16.7 µM]	-1	-1	2	.	-5
CC(C)(C)c1ccc(CSc2nnc(-c3ccccc3NC(=O)c3ccccc3)o2)cc1
    -5	.	-3	-4	.	-10	.	.
COc1cc(OC)cc(C(=O)Nn2cc(C(=O)Nc3ccc(F)cc3F)c3ccccc3c2=O)c1
    -4	.	4	0	-1	4	.	.
Cc1noc(N)c1C1(O)C(=O)N(C(C)C)c2ccccc21 (configuration not stated)
    2	4	0	2	0	3	.	-2
CCCNC(=O)C[C@H]1C[C@H]2c3cc(NC(=O)C4CCOCC4)ccc3O[C@H]2[C@H](CO)O1
    -2	0	5[16.7 µM]	9	6	7	-0.4	8
O=C(C[C@@H]1CC[C@@H](NC(=O)Nc2ccccc2)[C@H](CO)O1)NCc1cccc(F)c1
    1	0	.	0	-3	10	0.5	-17
